Screens: PubChem, several laboratories
CAL PDZ FP = inhibitors of human CAL PDZ peptide binding; Q9HD26; purified CAL PDZ, TMR-peptide fluorescence polarization, 1 h; inhibition, % at 24.9 µM; 300,000 tested, 0.92% active; AID 602252;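 active = mean inhibition of at least 30% with at least half of replicates also reaching 30%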;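 note: 0% = DMSO neutral control and 100% = excess unlabeled competitor peptide PRC23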
Cardiac RTF inh = cardiac RTF calcium desensitization; IANBD-labeled cardiac RTF, Ca2+ fluorescence; inhibition, % at 7.15 µM; 340,000 tested, 0.12% active;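 active = inhibition above the mean inhibition of all tested compounds plus 3 SD, cut at about 17% in these data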;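 note: assay run at fixed EC70 calcium of 1.6 mM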
MOR-DOR ag = agonists of human mu-delta opioid receptor heterodimerization | P35372+P41143 | activation, % at 9.3 µM | 340,000 tested, 0.3% active | cells, OPRM1-OPRD1 heterodimerization, luminescence; in the data active = activation above about 18%;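 note: 0% = vehicle-treated cells and 100% = reference agonist; values of inactives mirror those of a sister screen read the other way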
Target sequence (P35372 whole entry, looked up): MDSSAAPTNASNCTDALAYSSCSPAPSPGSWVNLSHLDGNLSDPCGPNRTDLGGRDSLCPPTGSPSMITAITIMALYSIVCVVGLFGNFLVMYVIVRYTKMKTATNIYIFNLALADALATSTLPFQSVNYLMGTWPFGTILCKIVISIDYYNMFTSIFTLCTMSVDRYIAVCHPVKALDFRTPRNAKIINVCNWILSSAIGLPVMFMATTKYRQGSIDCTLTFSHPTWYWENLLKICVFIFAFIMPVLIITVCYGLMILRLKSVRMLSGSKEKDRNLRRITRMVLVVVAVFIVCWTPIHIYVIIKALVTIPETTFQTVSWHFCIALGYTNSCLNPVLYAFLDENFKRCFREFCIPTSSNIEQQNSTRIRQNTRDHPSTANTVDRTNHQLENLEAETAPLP
Target sequence (P41143 whole entry, looked up): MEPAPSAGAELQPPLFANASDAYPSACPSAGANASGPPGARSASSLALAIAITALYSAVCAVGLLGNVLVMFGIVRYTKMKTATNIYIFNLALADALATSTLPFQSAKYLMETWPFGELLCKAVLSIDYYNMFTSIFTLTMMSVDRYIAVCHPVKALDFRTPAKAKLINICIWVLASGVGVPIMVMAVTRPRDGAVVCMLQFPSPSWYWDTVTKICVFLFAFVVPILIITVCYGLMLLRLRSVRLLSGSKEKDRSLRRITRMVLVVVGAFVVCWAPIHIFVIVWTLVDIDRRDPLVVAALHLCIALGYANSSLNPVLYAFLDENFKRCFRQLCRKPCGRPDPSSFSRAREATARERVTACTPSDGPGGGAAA
MOR-DOR inv ag = inverse agonists of human mu-delta opioid receptor heterodimerization; cell-based MOR-DOR heterodimer luminescence, inverse agonism; inhibition, % at 9.3 µM; 340,000 tested, 0.21% active; in the data active = inhibition above about 22%, passing the limit was not always enough;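 note: 0% = cells with DMSO and 100% = wells without cells with DMSO; values of inactives mirror those of a sister screen read the other way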
RTF Ca sens act = cardiac RTF calcium sensitization; 340,000 tested, 0.24% active; IANBD-labeled TnC RTF fluorescence at EC20 calcium; 0% EC20 calcium, 100% full calcium; activation, % at 7.2 µM; AID 493008; P19429+P45379;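 active = activation above the mean over all tested compounds plus 3 SD, cut at about 30% in these data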;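 note: rise in fluorescence read as greater calcium sensitivity of cardiac thin filaments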
LANA DNA inh = inhibitors of KSHV LANA C-terminal domain DNA binding; MBP-C-LANA/FAM-LBS DNA binding, fluorescence polarization; inhibition, % at 9 µM; 340,000 tested, 0.078% active; AID 504423;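 active = highest replicate inhibition at or above 60% at 9 µM, even if other replicates fall short; inactive = all replicates below 60% inhibition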;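 note: 0% = neutral control wells and 100% = 4 µM acridine orange control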
HTR5A ag = counter-screen for OPRM1-OPRD1 agonists: human HTR5A agonism. 340,000 tested, 0.61% active. activation, % at 9.3 µM. HTR5A agonist assay, luminescence, cell-based. AID 504692. P47898; in the data active = activation mostly above about 9.5%, no sharp cut-off; inactive = mostly below about 7.6%;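 note: 0% = cells with vehicle only and 100% = reference agonist; strong numbers were not always called active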
V-ATPase pHluor = yeast V-ATPase proton transport regulation by pHLuorin; S. cerevisiae, pHLuorin cytosolic pH fluorescence; response, % at 10 µM; 350,000 tested, 0.37% active; AID 504577; in the data active = response mostly above about 7.3%, no sharp cut-off; inactive = mostly below about 5.4%; note: actives read high; inactives centre near 0; some compounds called inactive have numbers as strong as hits; reference of the scale not given here
HTR5A inv ctr = counter-screen for OPRM1-OPRD1 inverse agonists: human HTR5A inverse agonism. P47898. HTR5A cell line, luminescence. inhibition, % at 9.3 µM. 340,000 tested, 0.083% active. AID 504634; in the data active = inhibition mostly above about 23%, no sharp cut-off; inactive = mostly below about 18%;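 note: 0% = cells with DMSO and 100% = no-cell wells with DMSO; some compounds called inactive have numbers as strong as hits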
Keap1 Nrf2 FP = inhibitors of human Keap1-Nrf2 protein-protein interaction; Q14145; 340,000 tested, 0.15% active; Keap1 Kelch-Nrf2 peptide fluorescence polarization, 1536-well; inhibition, % at 9.4 µM; in the data active = inhibition above about 12%;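 note: human Keap1 Kelch domain with fluorescein labeled Nrf2 9mer peptide probe; 0% = neutral control wells and 100% = peptide positive control; higher means more block of Keap1 binding to Nrf2 peptide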
Active calls of the source: *; · = no result given. Not a hit list, and some 2.8% of all compounds hit somewhere here.

SMILES	CAL PDZ FP	Cardiac RTF inh	MOR-DOR ag	MOR-DOR inv ag	RTF Ca sens act	LANA DNA inh	HTR5A ag	V-ATPase pHluor	HTR5A inv ctr	Keap1 Nrf2 FP
CCS(=O)(=O)c1ccccc1C(=O)NC1CCCc2ccccc21 (stereo not drawn)	-2	-4	-2.1	13	-9	-0.6	2	1	10	0
C/C(CC(=O)Nc1ccccn1)=N\NC(=O)Cc1cccc2ccccc12	·	-7	-1.9	10	-3	2.5	-1	1	-3	5
Nc1sc2c(c1C(=O)NCCc1ccccc1)CCC2	-4	4	-1.7	9	0	-1.4	0	-3	1	-4
O=[N+]([O-])c1ccc(CSc2ccc(S(=O)(=O)N3CCCC3)cn2)cc1	-5	-5	-1.3	5	-3	-1.9	4	2	0	-6
O=c1c2c(nc3cc(-c4cccc(F)c4)[nH]n13)CCC2	-17	-3	0.0	0	0	0.3	1	1	-3	1
O=C(COC(=O)CCc1c[nH]c(=O)[nH]1)Nc1cccc(Cl)c1	3	-8	-2.9	16	-2	3.3	-5	-1	-16	1
O=C(CN1C(=O)NC2(CCCC2)C1=O)OCC(=O)c1cccc(Cl)c1	0	-8	-6.0	31	-4	-1.6	-5	8	11	1
CC(C)C(NC(=O)c1ccc(Cl)cc1Cl)C(=O)NCCc1ccccn1 (stereo not drawn)	-6	2	-4.3	21	2	-0.5	1	-6	7	1
COc1ccc(C=O)cc1OS(=O)(=O)c1ccccc1[N+](=O)[O-]	-2	7	0.3	-2	-1	2.4	-1	3	14	-1
CCCn1c(N)c(C(=O)NS(=O)(=O)c2ccc(C)cc2)c(=O)n(C)c1=O	-5	-4	0.0	0	5	2.4	4	-80	-11	2
CCOc1ccccc1NC(=O)c1ccc(CN2CCc3ccccc3C2)cc1	-7	-7	1.8	-9	-1	-9.7	3	0	-13	1
CCOc1ccc2nc(NCCNC(=O)Nc3ccccc3)c(C#N)cc2c1	1	-11	50*	-289	6	0.3	3	-3	-12	2
O=C(CSc1nc(O)c(Cc2ccccc2)c(=O)[nH]1)N1CCOCC1	-4	-3	-0.1	1	12	-4.7	-2	4	5	-2
Cc1cccc(C(=O)Nc2nc3ccc(S(C)(=O)=O)cc3s2)c1	3	0	0.8	-5	-5	1.1	1	0	-3	0
C/C=C/COC(=O)C1=C(C)NC(=O)NC1c1ccc2c(c1)OCO2 (stereo not drawn)	-3	-1	-1.8	9	6	-3.9	3	-4	-9	-3
O=C1CN(C(=O)COC(=O)c2ccc([N+](=O)[O-])o2)c2ccccc2N1	0	-3	5.9	-24	-1	1.2	-4	-4	9	0
CCN/C=C(\C#N)S(=O)(=O)c1ccc(Br)cc1	-8	-4	-0.4	2	0	-0.4	1	-2	-21	-3
O=C(OCc1c(Cl)cccc1Cl)c1cccnc1	-1	-5	-0.2	1	4	0.1	-2	0	-41	0
CC(NC(=O)c1ccccc1Cl)C1COc2ccccc2O1 (stereo not drawn)	0	-11	-1.3	7	4	-1.1	-2	-2	-3	-1
O=C(Nc1cccc(Cl)c1)c1ccc(F)c(S(=O)(=O)N2CCN(c3ccccn3)CC2)c1	-1	-12	2.6	-16	-3	-1.9	-2	4	5	-2
CCC[C@@H]1CCCO[C@@](C(=O)NCc2ccccn2)(C(F)(F)F)C1	-2	-14	1.8	-11	-6	0.5	3	-3	-9	-1
CC(=O)Oc1ccc2occ(C(=O)c3cccs3)c2c1	-2	-8	-1.9	12	-1	-2.6	3	4	7	0
Cc1ccccc1NC(=O)c1ccc(CSc2ncccn2)cc1	-3	3	-1.2	7	-5	-0.5	-3	0	21	2
Cc1nc(N2CCN(C(=O)c3cnccn3)CC2)c2c3c(sc2n1)CC(C(C)(C)C)CC3 (stereo not drawn)	-5	0	2.0	-13	-7	-0.8	4	2	-23	-3
COc1cccc(CNCCO)c1OCc1ccccc1	-1	-8	1.5	-8	-3	1.5	3	15	-7	0
Further entries follow.
SMILES	CAL PDZ FP	Cardiac RTF inh	MOR-DOR ag	MOR-DOR inv ag	RTF Ca sens act	LANA DNA inh	HTR5A ag	V-ATPase pHluor	HTR5A inv ctr	Keap1 Nrf2 FP
Cc1ccc(-n2c(O)c(/C=N/Nc3ccc(S(=O)(=O)N4CCOCC4)cc3[N+](=O)[O-])c3ccccc3c2=O)c(C)c1	1	6	1.7	-10	-5	0.4	-10	-3	28	-3
Cc1ccc(NC(=O)CN(C)CC(=O)N(C)Cc2ccccc2)cc1	-5	-10	-2.5	10	3	-0.4	-2	1	4	-3
CC(=O)Nc1ccc(Nc2ncnc(N)c2[N+](=O)[O-])cc1	-2	2	-3.4	17	-6	-0.6	-1	4	-7	3
COc1ccc(C(=O)Nc2ccccc2C(=O)Nc2cccc(C)n2)cc1	-4	-16	1.0	-5	12	-2.1	-2	-2	6	-4
CCCC(c1nnnn1C(C)(C)C)N1CCN(Cc2ccccc2OC)CC1 (stereo not drawn)	15	-3	-3.2	16	-1	-1.5	0	3	-7	-7
COc1nc(OC)nc(N2CCC(NC(=O)C(Cc3cccc(OC)c3OC)NC(C)=O)CC2)n1 (stereo not drawn)	-2	10	-2.5	13	-4	0.2	-3	0	9	-6
CCOC(=O)CNC(=O)c1ccccc1	-2	-8	-0.7	4	2	-1.1	-5	4	26	-4
CC(=O)Nc1ccc(NC(=O)CSc2nncn2C)cc1	-3	-3	-1.5	7	-3	2.6	-1	-3	4	1
CCCCCC/C=N/Nc1nnc(Cc2ccccc2)c(=O)[nH]1	2	-12	-1.6	8	-9	-0.3	-1	-2	3	-3
CC12CCC(C(=O)NC(c3ccccc3)c3ccccc3)(OC1=O)C2(C)C (stereo not drawn)	·	2	0.0	0	1	0.4	-2	6	4	-3
O=C(COC(=O)CCc1nc2ccccc2n1-c1ccccc1)Nc1cccc(Cl)c1	-3	-3	2.2	-12	-6	-0.6	2	0	1	-2
CCCOc1ccc(N2C(=O)CC(N(Cc3ccc(OC)cc3)C(=S)Nc3ccccc3)C2=O)cc1 (stereo not drawn)	-1	2	0.3	-1	3	-0.5	9	1	-16	-1
Cc1ccc(S(=O)(=O)N2CCCN(C(=O)c3cc4ccccc4[nH]3)CC2)cc1	-2	7	-0.1	0	4	1.7	-5	1	12	-4
CC(=O)c1oc2ccccc2c1NC(=O)CN1CCCCC1	-1	4	3.7	-21	3	-1.9	1	4	-16	-1
Fc1ccccc1COc1ccccc1/C=N/Nc1nc(N2CCCC2)nc(N2CCCC2)n1	1	-18	-1.9	10	-12	1.2	-2	1	20	-2
COc1ccc2c(CC(=O)Nc3nnc(C4CC4)s3)coc2c1	-2	-24	-1.2	6	1	0.9	2	3	3	-3
NC(=O)SC/C(=N\S(=O)(=O)c1ccccc1)Nc1ccccc1	-4	-11	-0.8	5	0	1.1	1	-2	-1	-2
CCN1CCN(c2nc(N)c([N+](=O)[O-])c(Nc3ccc(C)c(C)c3)n2)CC1	4	-3	3.0	-16	2	0.4	-1	-3	-2	-1
Cc1nc2sccn2c(=O)c1S(=O)(=O)N1CCN(c2cccc(C(F)(F)F)c2)CC1	-4	-2	3.2	-17	-6	0.6	4	0	29	2
Cc1ccccc1NC(=O)Cn1nnc2sc3c(c2c1=O)CC(C)(C)OC3	·	-4	-2.2	12	5	·	-1	6	3	2
c1cc(-c2nnc(-c3ccncc3)o2)ccn1	49*	-7	-4.0	20	2	-1.8	-3	7	8	2
O=C(COc1ccccc1[N+](=O)[O-])N1CCN(C(=O)c2ccco2)CC1	·	6	-1.9	13	0	-0.1	7	2	0	-4
O=C(NCc1ccc(F)cc1)c1ccncc1	-2	-2	-2.3	11	-1	-0.9	3	-4	-12	0
CC1CCN(C(c2cccs2)c2nnnn2Cc2ccccc2)CC1 (stereo not drawn)	-1	10	1.4	-8	-3	-2.4	2	3	-3	-6
O=C(O)c1cc([N+](=O)[O-])ccc1N1CCC(Cc2ccccc2)CC1	-5	-6	-1.3	9	-1	-2.8	-4	3	12	-7
Next section
SMILES	CAL PDZ FP	Cardiac RTF inh	MOR-DOR ag	MOR-DOR inv ag	RTF Ca sens act	LANA DNA inh	HTR5A ag	V-ATPase pHluor	HTR5A inv ctr	Keap1 Nrf2 FP
CCOC(=O)N1CCN(C(=O)CSc2nnc3[nH]c(=O)c(C)c(C)n23)CC1	1	-1	-2.0	10	3	0.5	-2	8	-10	-1
O=C(O)c1cc(-c2cccc(Cl)c2)nc2nc(N3CCCCC3)sc12	·	-6	-0.8	4	3	-1.4	2	0	9	0
CC(NC(=O)C1CCN(C(=O)c2ccc(F)cc2)CC1)c1ccc(S(N)(=O)=O)cc1 (stereo not drawn)	0	-3	-0.9	5	-1	-2.2	-1	0	4	-1
CC(CN1CCN(C)CC1)OC(=O)c1ccc(Cl)cc1Cl (stereo not drawn)	-3	0	-1.1	6	1	0.2	-2	-6	11	-3
CN1C(=O)[C@H]2[C@@H](/C=C/c3ccccc3)N3C(=O)CN(Cc4ccc(-c5ccccc5)cc4)C(=O)[C@@]3(C)[C@H]2C1=O	-3	3	-2.4	14	-7	0.3	10	2	9	-8
Cc1nc2c(C)cccc2c(SC(=N)N)c1CC=C(Cl)Cl	-3	-1	-1.2	6	-3	0.2	1	-4	-15	4
COc1cc(C(=O)NC2=NCCS2)ccc1OCc1c(C)noc1C	1	3	-2.7	13	-2	-1.5	-6	6	17	-8
CC(=O)c1ccc(NC(=O)CSc2nnc(NC(=O)CN3CCOCC3)s2)cc1	7	-8	-0.6	3	0	0.6	-3	2	9	-7
O=C(O)c1cnc(-c2ccccc2)nc1Sc1cccc(Cl)c1	·	3	-1.1	6	-6	0.0	1	-6	-2	5
COCCN(C(=O)COC(=O)CCC(=O)c1cccs1)c1c(N)n(Cc2ccccc2)c(=O)[nH]c1=O	·	-5	-1.2	6	-1	0.2	4	8	-7	-2
Cc1ccc(S(=O)(=O)N(CC(=O)NCc2ccc(F)cc2)C(=O)N2CCN(C)CC2)cc1	1	-13	-0.8	5	1	1.5	3	2	9	2
Cc1cccc(OCC(=O)N2CCN(c3nnc(-c4ccccc4)c4ccccc34)CC2)c1	-2	0	0.8	-4	11	4.7	4	3	-10	-2
COC(=O)c1sccc1NC(=S)N1CCN(c2cc(C)ccc2C)CC1	-1	0	-1.6	9	-3	-4.5	3	-4	9	0
CCOC(=O)C1CCN(C(=O)COC(=O)c2cc(-c3cccs3)nn2-c2ccccc2)CC1	-5	-4	-1.1	7	-11	-1.2	2	0	3	2
COC(=O)c1ccc(/C=N/NC(=S)NCCN2CCOCC2)cc1	-1	-7	0.5	-2	9	-0.8	4	-3	-9	-2
CCC(C)(C)NC(=O)CN(C(=O)c1snc(C(N)=O)c1N)c1ccc2nc(C)sc2c1	-1	-2	-0.7	4	-1	1.8	-2	-3	5	3
CCc1nnc(NC(=O)C(C)Sc2ccccc2)s1 (stereo not drawn)	1	-5	2.6	-15	6	1.2	6	1	-18	-1
Cc1ccc(NS(=O)(=O)c2ccc(OCC(=O)NCC3CCCO3)cc2)cc1 (stereo not drawn)	3	-22	1.1	-6	4	1.0	-2	4	4	-6
Cc1cccc(OCc2nnc(SCC(=O)NCC3CCCO3)n2C)c1 (stereo not drawn)	·	-23	-1.7	11	-1	-0.3	-2	3	-6	-1
